TrxR1 substrate: rat thioredoxin reductase 1 substrate activity | O89049 | purified TrxR1 substrate turnover, NADPH consumption readout | Potency, µM (highest dose often 114 µM), for the others: at the top dose activity change, negative = substrate turnover | 390,000 tested, 0.01% active | AID 588456; note: potency is the fitted concentration of half-maximal effect; % is set by controls: 0 for no effect and ±100 for the full control effect; nearly all actives have a fitted effect of over 50% in size
Target sequence (O89049 whole entry, looked up): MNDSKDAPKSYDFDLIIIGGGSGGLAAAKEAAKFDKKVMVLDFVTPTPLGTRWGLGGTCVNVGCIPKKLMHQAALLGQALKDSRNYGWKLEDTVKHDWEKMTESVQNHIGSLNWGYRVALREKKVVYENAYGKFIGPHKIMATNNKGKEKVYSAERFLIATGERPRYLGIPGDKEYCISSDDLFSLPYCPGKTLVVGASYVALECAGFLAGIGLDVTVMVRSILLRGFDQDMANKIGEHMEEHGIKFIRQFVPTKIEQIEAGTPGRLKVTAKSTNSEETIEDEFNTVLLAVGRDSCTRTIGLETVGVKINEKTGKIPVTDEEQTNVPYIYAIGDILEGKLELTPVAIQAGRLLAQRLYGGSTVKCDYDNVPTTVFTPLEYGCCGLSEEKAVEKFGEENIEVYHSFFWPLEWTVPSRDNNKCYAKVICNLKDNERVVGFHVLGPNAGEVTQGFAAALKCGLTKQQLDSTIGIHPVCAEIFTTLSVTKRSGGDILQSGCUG
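Rat TrxR1, dispensed at 90 nM, was prereduced with 400 uM NADPH (final) for 5 min at ~22 deg C, then incubated with compound 15 min before 400 uM selenite. A first-read NADPH fluorescence drop versus no-compound background flagged substrates.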
TRHR ag: agonists of human TRH receptor. activation, % at 2 µM. TRHR cells, calcium flux fluo-8, FDSS agonist mode. P34981. AID 493084. 360,000 tested, 0.18% active; in the data active = activation above about 30%; note: 0% is about no effect
Target sequence (P34981 whole entry, looked up): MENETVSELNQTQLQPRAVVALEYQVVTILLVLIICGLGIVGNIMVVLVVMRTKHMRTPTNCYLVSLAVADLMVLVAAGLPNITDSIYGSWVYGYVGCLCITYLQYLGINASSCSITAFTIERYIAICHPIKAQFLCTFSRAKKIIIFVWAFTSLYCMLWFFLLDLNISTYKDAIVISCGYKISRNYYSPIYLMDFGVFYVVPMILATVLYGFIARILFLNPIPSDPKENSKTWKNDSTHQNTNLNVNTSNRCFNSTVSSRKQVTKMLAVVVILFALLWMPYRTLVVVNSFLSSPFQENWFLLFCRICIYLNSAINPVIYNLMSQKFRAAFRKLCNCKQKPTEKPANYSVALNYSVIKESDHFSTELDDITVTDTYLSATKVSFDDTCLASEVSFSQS
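TRHR-expressing cells loaded with fluo-8 calcium dye; 23 nL library compound pin-transferred, kinetic FDSS fluorescence (Ex 480/Em 530) recorded about 180 s for agonist-induced calcium release, before a 10 nM TRH EC20 addition for potentiator mode.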
D2 agonist: agonists of human D2 dopamine receptor; P14416; HEK293 T-REx D2 cells, calcium flux agonist mode; activation, % at 2 µM; 340,000 tested, 0.53% active; AID 485358;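 active = activation over 3 SD above normal in the single-dose calcium agonist read, cut at about 30% in these data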; note: 0% is about no effect
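Tetracycline-induced HEK293 T-REx cells with force-coupled D2 receptor, plated overnight at 30 C, loaded with no-wash calcium dye. After a 10 s baseline, compound was pin-added and calcium flux read kinetically for 180 s; calcium rises flagged agonists.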
rTrxR1 inhibitor: inhibitors of rat thioredoxin reductase 1. O89049. recombinant rTrxR1, NADPH fluorescence consumption, selenite substrate. Potency, µM (titrated, usually from 114 µM), without a hit: top-dose activity change, negative = inhibition, hits mostly inhibitors. 390,000 tested, 1% active; note: potency is the fitted concentration of half-maximal effect; % is set by controls: 0 for no effect and ±100 for the full control effect; nearly all actives have a fitted effect of over 65% in size
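Rat TrxR1 (90 nM in the dispensed reagent) was pre-reduced with 400 uM NADPH for 5 min at room temperature, then incubated with compound for 15 min. After 400 uM selenite was added, NADPH fluorescence (Ex 340/Em 450 nm) was followed for 8 min.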
mIDH1 inhibitor: human IDH1 R132H inhibition | 390,000 tested, 0.093% active | Potency, µM (highest dose often 76.6 µM), without a hit: top-dose activity change, negative = inhibition, most hits filed as inhibitors | O75874 | AID 602179 | IDH1-R132H enzyme, NADPH consumption, diaphorase/resazurin fluorescence; note: potency is the fitted concentration of half-maximal effect; % is set by controls: 0 for no effect and ±100 for the full control effect; nearly all actives have a fitted effect of over 65% in size
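IDH1-R132H (0.5 ug/mL) preincubated 30 min with compound, then NADPH (0.016 mM) and alpha-KG (2 mM) added; 80 min at RT, pH 7.5. Remaining NADPH coupled via diaphorase/resazurin to fluorescence (540/590 nm); concentration-response curves normalized to no-enzyme control.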
Pin1 inh: blocks the human prolyl isomerase Pin1 | Q13526 | Pin1 FP peptide displacement, HiFluor488, 10 min | Potency, µM (series often up to 115 µM), for the others: at the top dose activity, negative = inhibition, most hits filed as inhibitors | 390,000 tested, 0.009% active | AID 504891; active = well fitted inhibition curve with a large enough effect in the polarisation, with a control signal flat, not every such curve was filed as active; inconclusive = small, poorly fitted or top-dose-only effect, or effect the other way, or a change in a side signal; inactive = no such curve, though single readings can be large or run the other way; the % refers to the polarisation; note: potency is the fitted concentration of half-maximal effect; % is set by controls: 0 for no effect and ±100 for the full control effect
TRHR PAM: TRH receptor (human) allosteric enhancement; 360,000 tested, 0.66% active; P34981; enhancement, % at 2 µM; TRHR cells, fluo-8 calcium fluorescence, EC20 TRH enhancement; AID 493056; in the data active = enhancement above about 30%; note: 0% is about no effect
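Enhancer read-out: after compound pinning and an initial kinetic agonist-mode read, an EC20 of TRH (10 nM final) was injected and fluo-8 calcium signal (Ex 480/Em 530) followed at 1 s/cycle for 100 cycles in TRHR-expressing cells.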
D2 antagonist: antagonists of human D2 dopamine receptor; inhibition, % at 10 µM; HEK293 TREx D2 cells, calcium flux, dopamine EC80; P14416; 340,000 tested, 2% active; AID 485344; in the data active = inhibition above about 30%; note: 0% is about no effect
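Dopamine at EC80 is the agonist stimulus; test compounds precede it by 180 s. Calcium flux read kinetically in a force-coupled, inducible HEK293 T-REx D2 cell line.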
USP1-UAF1 inh: USP1/UAF1 (human) deubiquitinase inhibition | AID 743255 | Potency, µM (titrated, usually from 57.1 µM), without a hit: top-dose activity change, negative = inhibition, usual class: inhibitors | 390,000 tested, 0.23% active | recombinant USP1/UAF1, Ub-Rhodamine cleavage fluorescence | O94782; note: potency is the fitted concentration of half-maximal effect; % is set by controls: 0 for no effect and ±100 for the full control effect; nearly all actives have a fitted effect of over 60% in size; inactives centre near -12
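USP1/UAF1 complex at 1 nM was preincubated with compound for 15 min at room temperature, then Ub-Rho substrate (150nM final) was added. Fluorescence (480/540 nm) was read kinetically, 6 reads every 60 seconds.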
The depositor's hits bear a star; ? = inconclusive; . = not tested or not shown; & = joins results of further samples; [ ] = dose if it differs, or a comment. Unless noted, calls come from the whole dose curve; as a rule, active = well fitted inhibition curve with a large enough effect; inconclusive = small, poorly fitted or top-dose-only effect; inactive = no such curve, though single readings can be large or run the other way. Some of the compounds tested; the hit share may differ from the screen's.

structure	TrxR1 substrate	TRHR PAM	D2 agonist	Pin1 inh	USP1-UAF1 inh	D2 antagonist	TRHR ag	mIDH1 inhibitor	rTrxR1 inhibitor
O=C(O)Cc1csc(-c2cccc(F)c2)n1	-17%	3	-1.6	2%	-9%	2	-1.4	6%	-20%
CC1Cc2ccccc2N1Cc1cc(=O)c(OCC(=O)Nc2ccccc2)co1 (stereo not drawn)	1%	1	-0.1	1%	0%	-14	0.0	3%	3%
CCCCNC(=O)O[C@H]1C[C@@H]2CCN3C(=O)CCC[C@H]([C@H]1CC)[C@H]23	10%	-1	-1.1	-1%	-23%	-4	-0.1	-1%	19%
Clc1cc2c(c(Cn3cnc4ccccc43)c1)OCOC2	-3%	-5	1.1	-4%	-17%	-26	0.2	5%	-14%
COc1cccc(NC(=O)C(C)N2C(=O)c3ccccc3C2=O)c1 (stereo not drawn)	-8%	-9	0.0	-7%	-7%	-10	-0.1	4%	8%[57.1 µM]
CCOc1ccccc1C1CC(c2ccc(Cl)cc2)Nc2nc(N)nn21 (stereo not drawn)	-4%	-1	0.5	-13%	-20%	7	1.4	-6%	7%
COCCCNC(=O)CC1C[C@H](C(=O)N2CCCCC2)[C@@]2(C)c3[nH]c4ccccc4c3CCN2C1=O (stereo partly drawn)	-4%	.	.	5%	-10%	.	.	23%	7%
CC1(C(=O)OCC(=O)N2c3ccccc3Sc3ccccc32)CC1(Cl)Cl (stereo not drawn)	-2%	-2	.	-1%	0%	.	0.7	-9%	14%
CCC/C(O)=C1\C(=O)CCCC1=NCCc1c(C)[nH]c2ccccc12	-2%	-2	-0.3	2%	-14%	0	-0.5	1%	8%
O=C(CN1CCCN(Cc2ccc(Cl)cc2)S1(=O)=O)Nc1ccccc1F	-6%	4	-0.6	2%	?	.	-0.2	-16%	11%
COc1ccc(Br)cc1CNC(=O)c1ccc(-n2c(C)cc3c2CCC(C)C3)cc1 (stereo not drawn)	6%	11	0.7	22%	-18%	.	-0.9	-11%	-15%
O=C(COCc1cc(-c2ccc3c(c2)OCO3)on1)Nc1cc(Cl)ccc1O	3%	6	0.7	14%	-12%	.	0.1	-2%	10%
Cc1ccc(C(=O)NNC(=O)Cc2cccs2)cc1	-13%	1	0.4	5%	-17%	0	-0.2	4%	-22%
O=[N+]([O-])c1ncccc1Oc1nc(-c2cccnc2)nc2ccccc12	0%[57.1 µM]	-1	1.7	6%	-1%	-6	1.6	-6%	6%[57.1 µM]
COc1ccc(NC(=S)N2CCN(c3ccccc3)CC2)c(OC)c1	7%	2	-0.6	-7%	-17%	6	-0.1	-7%	15%
CC(C)(CO)Cc1cc(C(C)(C)C)c(O)c(C(C)(C)C)c1	?	21	-0.2	?	-20%	-10	-0.8	-16%	?
Cc1ccccc1-n1ncc2c1CC(C)(C)CC2NC(=O)c1ccncc1 (stereo not drawn)	-11%	-4	0.5	-5%	-11%	-1	-0.1	6%	-12%
Cc1ccc(S(=O)(=O)N2[C@@H](c3ccc(Cl)c(Cl)c3)C(C(=O)O)=C[C@H]2CC2CCCC2)cc1	1%	.	.	.	?	.	.	21%	6%
CCc1cc2c(COC(=O)CCNS(=O)(=O)c3cccc(C(F)(F)F)c3)cc(=O)oc2cc1O	44%[activator]	0	-0.2	1%	-7%	4	-0.8	-5%	16%
COc1ccc(-n2nc(C(=O)NCC(=O)N3CCN(Cc4ccccc4)CC3)c3ccccc3c2=O)cc1	22%	-3	-0.8	-1%	-16%	7	-0.1	-2%	80%[activator]
CCCn1c(CCC(=O)Nc2ccc(OCC)cc2)nc2cccnc21	-5%	21	-0.8	2%	?	.	-1.6	6%	-8%
Nc1c(C(=O)Nc2ccccc2Cl)nnn1Cc1cccc(Cl)c1	1%	4	0.8	-1%	-8%	.	0.7	-5%	25%
CC(=O)Nc1nc2ccccc2[nH]1	2%	3	0.3	4%	-14%	5	0.2	20%	15%
Cc1ccc(CNC(=O)CS(=O)(=O)c2ccccc2)cc1	-3%	0	0.0	0%	-3%	-5	-0.5	2%	13%
COc1cc(SC)ccc1C(=O)Nc1ccccc1	-12%	2	0.4	-12%	-15%	-9	-0.4	7%	11%

More results
structure	TrxR1 substrate	TRHR PAM	D2 agonist	Pin1 inh	USP1-UAF1 inh	D2 antagonist	TRHR ag	mIDH1 inhibitor	rTrxR1 inhibitor
Cc1sc2ncn(CCC(=O)O)c(=O)c2c1C	-12%	1	0.3	-3%	-9%	-3	0.3	4%	9%[57.1 µM]
O=C(CS)Nc1ccc2ccccc2c1	-2%&3%	-6	-1.9	12%&4%	-25%	-7	-1.1	-4%	12%&-1%
S=c1c2[nH]cnc2ncn1CCSc1ncnc2nc[nH]c12	-3%[57.1 µM]	.	.	-7%	-9%	.	.	1%	6%[11.4 µM]
O=C(Nc1ccccc1Cl)C1CCCN(S(=O)(=O)c2ccc(-n3cnnn3)cc2)C1 (stereo not drawn)	7%	-4	.	19%	?	.	-0.1	0%	27%
Cc1ccc2[nH]c(=O)c(CN(C(=O)c3cccc([N+](=O)[O-])c3)C(C)(C)C)cc2c1	3%	6	0.4	-7%	-21%	-2	0.1	7%	13%
Cc1cnc(C(=O)OCC(=O)N2CCC(C)CC2)cn1	-2%	.	.	-2%	-15%	.	.	2%	5%
CCC(Oc1ccccc1)C(=O)Nc1cc(-c2ccccc2OC)nn1-c1ccccc1 (stereo not drawn)	-2%[57.1 µM]	-3	0.6	15%	-15%	.	0.5	-6%	20%[57.1 µM]
Nc1cc(-c2ccc(Br)cc2)nc2cc(-c3ccccc3)nn12	50%	-5	.	15%	-19%	.	0.8	8%	47%[activator][57.1 µM]
CCOC(=O)C1=C(C)N=C2SC(C(=O)OC)=CC(=O)N2C1c1ccc(F)cc1 (stereo not drawn)	-4%[57.1 µM]	-4	0.1	39%[activator]	-6%	14	0.1	2%	-9%
Cc1ccc(S(=O)(=O)N(C(=O)c2ccncc2)c2ccc3oc4c(c3c2)CCCC4)cc1[N+](=O)[O-]	-6%	3	0.8	-1%	-23%	-18	0.0	5%	-5%
C=CCn1c(SCC(=O)c2c(N)n(C)c(=O)n(C)c2=O)nc2sc(CC)cc2c1=O	-4%	-2	-0.9	7%	-18%	9	-0.1	1%	-1%
CN1CCN(CC(=O)NN(Cc2ccccc2)c2ccccc2)CC1	4%[57.1 µM]	5	-1.3	-19%	8%	-19	-0.4	3%	-3%[57.1 µM]
COC(=O)c1ccccc1NC(=O)c1ccc2c(Cl)c3c(nc2c1)CCCC3	2%	-2	1.4	-6%	-13%	.	0.1	-7%	24%
CC(C)CC(C(=O)NC1CCCC1)N(Cc1ccc2c(c1)OCO2)C(=O)c1snc(C(N)=O)c1N (stereo not drawn)	6%[57.1 µM]	10	-0.3	-1%	-11%	25	-0.6	-5%	4%[57.1 µM]
COc1cc(S(=O)(=O)Nc2cc(C)cc(C)c2)ccc1F	-10%	8	-2.6	9%	-4%	3	-0.5	3%	-9%
COc1ccc(C(=O)C=CNNC(=O)c2ccc(Cl)cc2)cc1	-13%	-6	19	15%	-12%	13	0.1	-5%	?
CC1(C)Cc2nc3sc4c(SCC(=O)NCc5ccccc5)ncnc4c3cc2CO1	-7%	7	0.1	0%	-9%	7	-0.3	-1%	-8%
O=[N+]([O-])c1ccc(NC(=S)N2CCCC2)cc1	-3%	-4	-0.1	-6%	-11%	-13	0.2	-2%	9%
COc1ccccc1CC(NC(C)=O)C(=O)NC1CCN(S(=O)(=O)c2ccc(NC(C)=O)cc2)CC1 (stereo not drawn)	0%[57.1 µM]	1	.	1%	-3%	.	0.0	-5%	-1%[57.1 µM]
CNC(=S)NC1CC2CCCC(C1)N2Cc1ccc(C)cc1 (stereo not drawn)	-1%	-1	0.2	4%	-4%	81*	4.1	0%	-4%
Cc1ccc(C(=O)Nc2ccc(S(=O)(=O)N3CCOCC3)cc2)cc1	-1%[57.1 µM]	19	-1.1	0%	-7%	8	-0.7	18%	12%[57.1 µM]
CCOC(=O)C1(Cc2cccc(F)c2)CCN(C(=O)Cn2cnnn2)CC1	0%	3	1.2	-1%	-20%	-3	0.0	4%	1%
CC(=O)c1c(O)c2ccccc2n(C(C)C)c1=O	-2%	16	1.1	6%	-21%	-30	-0.2	-10%	2%

Three compounds from above, arranged by heavy-atom count, rising:
structure	TrxR1 substrate	TRHR PAM	D2 agonist	Pin1 inh	USP1-UAF1 inh	D2 antagonist	TRHR ag	mIDH1 inhibitor	rTrxR1 inhibitor
O=C(CS)Nc1ccc2ccccc2c1	-2%&3%	-6	-1.9	12%&4%	-25%	-7	-1.1	-4%	12%&-1%
CN1CCN(CC(=O)NN(Cc2ccccc2)c2ccccc2)CC1	4%[57.1 µM]	5	-1.3	-19%	8%	-19	-0.4	3%	-3%[57.1 µM]
Cc1ccc(S(=O)(=O)N(C(=O)c2ccncc2)c2ccc3oc4c(c3c2)CCCC4)cc1[N+](=O)[O-]	-6%	3	0.8	-1%	-23%	-18	0.0	5%	-5%

Screens deposited in PubChem BioAssay by National Center for Advancing Translational Sciences (NCATS).
